TAAR1 antagonist: human TAAR1 antagonists, primary screen, Fluo-8 calcium fluorescence, CHO RD-HGA16 cells. antagonist. AID 624466, 2012. Trace amine-associated receptor 1 (Homo sapiens), Q96RJ0. inhibition, % at 3 µM. hit rate 1.5% among 360,000;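 active = inhibition above a per-plate cutoff, the mean inhibition of test compounds on that plate plus 3 SD, cut at about 49% in these data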;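 also: 0% = DMSO plus EC80 beta-PEA response and 100% = DMSO alone without agonist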
Target sequence (Q96RJ0 whole entry, looked up): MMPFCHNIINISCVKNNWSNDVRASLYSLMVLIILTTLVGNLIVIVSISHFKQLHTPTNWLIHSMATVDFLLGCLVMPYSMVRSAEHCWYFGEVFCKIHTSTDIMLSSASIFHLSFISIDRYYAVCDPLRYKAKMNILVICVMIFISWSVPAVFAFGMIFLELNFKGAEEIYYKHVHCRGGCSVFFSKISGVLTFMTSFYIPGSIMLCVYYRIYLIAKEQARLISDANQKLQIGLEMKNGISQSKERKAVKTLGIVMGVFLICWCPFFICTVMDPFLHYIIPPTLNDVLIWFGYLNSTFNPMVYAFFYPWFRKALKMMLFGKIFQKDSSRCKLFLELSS
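Test system: hTAAR1-expressing CHO RD-HGA16 cells, Gα16-coupled; Probe or stimulus: EC80 β-phenethylamine stimulus; Compound dosing: single nominal final test compound concentration of 3 µM; Timing: 140 s kinetic read after compound, 140 s after agonist; Signal: Fluo-8 calcium-sensitive fluorescence; Measure: % inhibition of agonist calcium response; Controls: DMSO and EC80 PEA controls.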
M1 PAM: human M1 muscarinic receptor positive allosteric modulators, primary screen, CHO-K1 cells, Fluo-8 calcium fluorescence, 1536-well | AID 588819, 2011 | Muscarinic acetylcholine receptor M1 (Homo sapiens), P11229 | CHO-K1 hM1, ACh EC20; 0% = ACh EC20, 100% = maximal ACh | hit rate 0.088% among 360,000 | activation, % at 3 µM; in the data active = activation above about 19%, passing the limit was not always enough
Target sequence (P11229 whole entry, looked up): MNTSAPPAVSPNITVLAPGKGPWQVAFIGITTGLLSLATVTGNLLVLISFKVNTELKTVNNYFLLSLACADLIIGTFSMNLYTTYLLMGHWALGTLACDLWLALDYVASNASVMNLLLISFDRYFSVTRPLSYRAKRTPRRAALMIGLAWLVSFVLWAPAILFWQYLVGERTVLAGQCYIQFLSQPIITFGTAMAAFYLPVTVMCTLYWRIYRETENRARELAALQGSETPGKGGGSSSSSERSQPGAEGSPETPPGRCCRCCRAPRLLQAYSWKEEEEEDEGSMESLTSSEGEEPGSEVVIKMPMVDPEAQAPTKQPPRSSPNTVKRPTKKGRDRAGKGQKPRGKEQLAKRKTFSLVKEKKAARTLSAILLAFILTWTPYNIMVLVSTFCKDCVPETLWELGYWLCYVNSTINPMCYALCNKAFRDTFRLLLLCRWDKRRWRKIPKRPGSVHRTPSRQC
TAAR1 ag: human TAAR1 agonists, primary screen, Fluo-8 calcium fluorescence, CHO RD-HGA16 cells. Trace amine-associated receptor 1 (Homo sapiens), Q96RJ0. vehicle wells 0%, saturating PEA agonist 100%. activation, % at 3 µM. hit rate 0.99% among 360,000. AID 624467, 2012;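 active = activation above the mean activation of all test compounds in the run plus 3 SD, cut at about 38% in these data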
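Assay system – CHO-derived RD-HGA16 cells with stable Gα16 and human TAAR1 · Compound dosing – one-point dosing at 3 µM (nominal) · Incubation – 17-24 h seeding, 75 min 37 °C dye, 30 min RT · Measured by – kinetic Fluo-8 calcium fluorescence · Control set – DMSO vehicle as 0%, PEA at EC100 as 100% · Repeats – single well for each compound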
M1 PAM parental: nonselective calcium activators in parental CHO-K1 cells, primary screen, counter-screen for M1 PAM project, cell-based, Fluo-8 calcium fluorescence, full deck, 1536-well. ATP EC20; 0% at ATP EC20, 100% at ATP max. activation, % at 3 µM. hit rate 0.02% among 360,000. AID 602247, 2012;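 active = activation above the run cutoff, the mean activation of all test compounds plus 3 SD, cut at about 40% in these data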;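 also: peak over basal fluorescence ratio in a 140 s read after ATP addition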
CHO parental Ca: ATP-evoked calcium signal inhibitors, parental CHO, primary screen, counter-screen for OX1R antagonist project, cell-based, fluorescence, Fluo-8 calcium dye. parental CHO-K1, ATP-induced calcium, Fluo-8 fluorescence. inhibition, % at 5.6 µM. hit rate 0.63% among 330,000. AID 463079, 2010;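 active = inhibition above that plate's mean sample inhibition plus 3 SD, cut at about 26% in these data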;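 also: 0% = ATP-challenged DMSO wells and 100% = DMSO wells without ATP; some compounds past the cut are filed as inactive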
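Assay system: parental CHO cells; Read-out basis: percent inhibition of ATP-evoked calcium rise, normalized to controls; Benchmarks: ATP and no-ATP DMSO wells; Compound dosing: single nominal dose of 5.6 µM per compound; Signal: Fluo-8 calcium dye fluorescence; Also added: ATP as calcium-mobilizing challenge; Repeats: singlicate.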
M1 ag: human M1 muscarinic receptor agonists, primary screen, Fluo-8 calcium fluorescence, CHO-K1 cells, HTS; Muscarinic acetylcholine receptor M1 (Homo sapiens), P11229; CHO-K1 hM1, agonist mode; 0% DMSO, 100% acetylcholine EC100; activation, % at 3 µM; hit rate 0.33% among 360,000; AID 588814, 2011;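 active = activation above the run's mean compound activation plus 3 SD, cut at about 16% in these data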;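 also: peak over basal fluorescence ratio within a 140 s kinetic read after compound addition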
M1 antag: human M1 muscarinic receptor antagonists, primary screen, CHO-K1 cells, Fluo-8 calcium fluorescence, 1536-well | CHO-K1 hM1, ACh EC80 antagonist | inhibition, % at 3 µM | hit rate 1.3% among 360,000 | AID 588852, 2011;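 active = percent inhibition above its own plate's cutoff, namely the mean of that plate's compound wells plus 3 SD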;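 also: peak over basal fluorescence ratio during 140 s after agonist addition; 0% = ACh EC80 plus DMSO and 100% = DMSO alone without agonist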
CHO-K1 Ca antag: counter-screen for M1 antagonists: effect in parental CHO-K1 cells. ATP-induced calcium, Fluo-8 fluorescence. inhibition, % at 3 µM. hit rate 0.6% among 360,000. AID 602250;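 active = inhibition above a per-plate cutoff, the plate's mean sample inhibition plus 3 SD, cut at about 24% in these data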;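 also: 0% = DMSO plus EC80 ATP and 100% = DMSO alone without ATP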
CHO-K1 Ca ag: counter-screen for M1 agonists: effect in parental CHO-K1 cells; activation, % at 3 µM; AID 602248, 2012; hit rate 0.48% among 360,000; Fluo-8 calcium fluorescence; scaled to maximal ATP response, vehicle zero; in the data active = activation above about 15%;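 also: untransfected CHO-K1 host cells lacking M1 receptor as counterscreen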
Starred values were filed as active, the others as inactive; . = not tested or not shown.

SMILES	TAAR1 antagonist	M1 PAM	TAAR1 ag	M1 PAM parental	CHO parental Ca	M1 ag	M1 antag	CHO-K1 Ca antag	CHO-K1 Ca ag
NC(=O)[C@@H]1CC2(CC(c3cccc(NC(=O)CC(c4ccccc4)c4ccccc4)c3)=NO2)CN1C(=O)COc1ccc(Cl)cc1 (stereo not given in full)	-5	0	5	18	3	-8	-4	-14	1.4
COc1ccccc1NC(=O)Cc1csc(NC(=S)Nc2ccc(C)cc2)n1	27	-2	11	22	3	-4	1	-4	2.9
O=C(CC(c1ccco1)C1CCCCC1=O)c1ccco1 (stereo not given)	11	11	6	8	-17	-3	-15	-5	0.4
CCCN(CCC)CCCNC(=O)C(NS(=O)(=O)c1ccc2c(c1)CCC(=O)N2)c1ccccc1 (stereo not given)	12	2	4	20	-5	-7	3	-9	0.5
CCOC(=O)CN(C(=O)CSc1nnc2c(n1)[nH]c1ccc(F)cc12)c1ccccc1	21	-5	9	-5	-24	-2	5	10	1.5
O=C(Nc1ccccc1)OCc1cncs1	-11	12	8	17	-6	-2	-18	-11	1.2
Cc1ccc(-n2sc3cc(F)ccc3c2=O)c(C)c1	7	-4	49*	-2	.	18*	-9	0	15
Cc1ccc2cc(C3CC(c4ccco4)=NN3S(=O)(=O)c3ccccc3)c(Cl)nc2c1 (stereo not given)	0	13	2	22	-16	-6	-10	-14	1.4
COc1ccc(NC(=O)CNC(=O)Cc2ccccc2)cc1OC	-17	4	3	14	-12	-2	-12	-14	0.7
CS(=O)(=O)N1CCCC(C(=O)N2CCN(c3cccc(Cl)c3)CC2)C1 (stereo not given)	6	-8	2	5	-10	-9	10	9	0.4
O=C1N(CN2C(=O)C3(OCCO3)c3ccccc32)c2ccccc2C12OCCO2	-5	1	1	18	-9	-5	-11	-13	0.7
Cc1cccc(NC(=O)Nc2c(C)n(C)n(-c3ccccc3)c2=O)c1	-12	15	7	-5	1	-3	-12	3	-0.1
CCN(CC)C(=O)C1=C(C)N(CCCOC)C(=O)C(CC(=O)NCc2cccs2)C1 (stereo not given)	-9	13	1	2	.	-1	-13	0	0.2
CCCCn1c(SCC(=O)N2CCCC2)nnc1-c1ccccc1	-3	13	5	11	-13	-4	-13	-8	0.6
N#CCCN(C(=O)CCl)c1cccc(Cl)c1	-2	5	2	10	-11	-2	1	-15	0.3
CCN(C(=O)COC(=O)c1cc(=O)[nH]c2ccccc12)C1CCS(=O)(=O)C1 (stereo not given)	-10	10	0	11	-8	-3	-13	-9	0.7
COc1ccc(NC(=O)C2(C)CCN2Cc2ccc(C(C)C)cc2)cc1OC (stereo not given)	-34	14	0	3	.	0	-22	-3	1.2
CC(C)(C)SCCNC(=O)CN(c1ccccc1)S(=O)(=O)c1ccc(F)cc1	-1	11	7	23	-17	-7	-10	-16	0.2
Cc1cc(NC(=O)Cc2ccc(Br)cc2)no1	-8	12	0	-2	-13	-1	-16	-3	-0.3
COC(=O)CCNS(=O)(=O)c1ccc2ccccc2c1	7	9	3	18	-2	-5	-4	-4	5.7

Full records, looked up by structure. Values in the order: TAAR1 antagonist	M1 PAM	TAAR1 ag	M1 PAM parental	CHO parental Ca	M1 ag	M1 antag	CHO-K1 Ca antag	CHO-K1 Ca ag
O=C1N(CN2C(=O)C3(OCCO3)c3ccccc32)c2ccccc2C12OCCO2 reads -5	1	1	18	-9	-5	-11	-13	0.7
COC(=O)CCNS(=O)(=O)c1ccc2ccccc2c1 reads 7	9	3	18	-2	-5	-4	-4	5.7

More compounds follow.
SMILES	TAAR1 antagonist	M1 PAM	TAAR1 ag	M1 PAM parental	CHO parental Ca	M1 ag	M1 antag	CHO-K1 Ca antag	CHO-K1 Ca ag
CN(C(=O)c1cccnc1)c1nnc(-c2ccccn2)s1	5	6	2	13	-1	-2	-9	-5	-0.2
Cc1ccc(S(=O)(=O)N2CCC(=O)N(CCO)CC2)cc1	10	-3	14	-11	4	-3	12	-1	-0.1
O=C(O)c1cc(-c2ccccc2)n(-c2ccc(Cl)cc2Cl)n1	-11	18	1	2	-3	0	-19	-7	-0.1
O=C(CCC1CCCCC1)Nc1ccccc1C(=O)N1CCOCC1	-11	-1	7	10	-8	-5	-2	1	0.4
CCc1ccccc1N(CC(=O)NCc1ccco1)C(=O)c1snc(C(N)=O)c1N	13	-11	6	6	-3	-4	23	12	4.7
CC(C)Cn1cc(-c2cncc3nccn23)cn1	-29	-2	4	12	.	-2	-4	-16	0.6
CCOc1ccc(CCNC(=O)COC(=O)c2n[nH]c3ccccc23)cc1OCC	4	-3	2	-3	.	-4	0	17	0.8
O=C(Nc1cccc(C(F)(F)F)c1)C1CCN(S(=O)(=O)c2ccc(N3CCCC3=O)cc2)CC1	35	-8	9	2	73*	2	33	22	16*
COc1ccc2cc(CN(CC3CCCO3)C(=O)Nc3ccccc3)c(=O)[nH]c2c1 (stereo not given)	7	5	2	20	-19	-3	0	-19	1.6
CCCC(=O)Nc1nc(C)c(C(C)=O)s1	10	5	2	15	-6	-4	-6	-30	0.9
O=[N+]([O-])c1ccc(CNc2cccc(Cl)c2)s1	19	2	-3	-4	0	-3	12	7	-0.1
C[C@H](NC(N)=O)C(=O)OCC(=O)NCc1cccs1	-5	-4	1	-5	-5	-1	13	-13	-0.2
COc1cccc(NC(=S)NNC(=O)CCn2cc([N+](=O)[O-])cn2)c1	9	3	1	-2	-6	-4	0	-2	-0.3
C/C(=N\Nc1cccc2cccnc12)c1ccccc1O	4	5	11	11	-17	-11	-8	-4	0.4
CNC(=S)Nc1ccc(C23CC4CC(CC(C4)C2)C3)cc1	-17	4	25	11	3	-6	1	4	2.0
NC(=O)C1=C[C@H](c2csc3ccccc23)C[C@H](OCCCCO)O1	2	6	10	13	-5	-3	-2	-8	1.7
Cc1cc(NS(=O)(=O)c2ccc(NC(=O)COc3ccc(Br)cc3)cc2)nc(C)n1	-8	12	2	2	-9	0	1	12	-0.1
O=C(NCCc1ccc(C(F)(F)F)cc1)C1CCC(=O)N(C2CC2)C1 (stereo not given)	-28	4	0	0	-7	-3	-4	0	-0.2
CCNC(=S)Nc1scc(-c2ccccc2)c1C(=O)OCC	-9	2	8	10	-8	-6	-7	-6	0.3
CC[C@H](C)C1NC(=O)[C@H](CC(=O)O)NC(=O)c2cc([N+](=O)[O-])cc(I)c2NCCC(C(N)=O)NC1=O (stereo not given in full)	-3	1	0	12	8	-6	4	-19	0.2
Nc1ccccc1-c1nc2ccccc2[nH]c1=O	4	16	-1	10	.	-2	-22	-13	0.1
COCCNc1c(-c2ccc(OC)c(OC)c2)nc2ccc(Cl)cn12	20	-13	14	6	-20	-4	5	3	3.6
Cc1nc2cc(NS(=O)(=O)c3c(C)c(C)cc(C)c3C)ccc2s1	23	-4	20	16	-8	1	16	-3	3.7
COc1ccccc1CNC(=O)c1c(-c2ccccc2)nn(-c2ccccc2)c1C	23	-1	8	-2	-14	2	7	10	1.4
CC(=O)/C(=N\Nc1ccc(C)cc1)N1CCOCC1	0	5	9	8	-2	-5	-5	1	0.6
Cc1ccc2nc(-c3ccccc3)cc(C(=O)NCC(c3ccco3)N(C)C)c2c1 (stereo not given)	8	-2	5	-11	-20	-2	3	8	3.6
O=[N+]([O-])c1ccc(OCc2nnc(-c3ccccc3)o2)cc1	17	5	-1	16	-8	-12	-1	-4	1.6
COc1ccc(Cl)cc1NC(=O)CN(C)C(=O)CN1C(=O)NC(C)(c2ccc3ccccc3c2)C1=O (stereo not given)	20	14	12	20	.	1	-6	-17	3.5
O=C(CCCn1c(=O)[nH]c2ccccc2c1=O)Nc1ccc(F)cc1	-21	-10	2	-8	4	-1	29	5	0.5
O=C(O)C1Cc2ccccc2-c2ccccc2C1	-12	9	0	-7	-17	-6	-11	14	-0.3
COc1cc2c(cc1/C=C1/NC(=O)N(CC(=O)Nc3ccccc3)C1=O)OCO2	-8	12	0	-10	8	-3	-4	10	-0.1
Cc1c(C(=O)N2CCN(Cc3ccc4c(c3)OCO4)CC2)cccc1[N+](=O)[O-]	-2	6	1	18	-8	-9	-8	-17	1.1
CCOC(=O)N(C)c1c(CC)nc2c(OCc3ccc(Cl)cc3)cccn12	4	-4	0	9	.	-9	0	-6	0.2
CC1CCCN(C(=O)c2cccc(S(=O)(=O)Nc3cc(C(F)(F)F)ccc3Cl)c2)C1 (stereo not given)	-15	6	5	25	-12	-4	-5	-7	5.2
CCOc1ccc(N(CC(=O)NCCOc2ccc(C)cc2)S(=O)(=O)c2ccccc2)cc1	4	6	5	0	-17	-3	-8	0	0.4
COc1ccccc1N1CCN(C(=O)c2ccc(NC3=NC4CS(=O)(=O)CC4S3)cc2)CC1 (stereo not given)	-7	11	0	1	1	-2	-10	19	0.3
COC(=O)[C@H](CCSC)NC(=O)Nc1ccc(S(N)(=O)=O)cc1	-3	-1	14	15	-10	-1	-19	-14	2.5
CCOC(=O)COc1ccc(C(=O)Nc2cccc(Cl)c2C)cc1	9	7	0	7	-7	-12	-9	-5	1.0
O=C(Nc1cccc(F)c1)c1ccc(Br)o1	-12	-2	0	17	-4	-7	2	-7	1.7
Nc1[nH]c(N=NC(=O)c2ccccc2)c2ccccc12	-2	10	3	18	7	-1	-11	-13	1.5
CC(=O)Nc1ccc(S(=O)(=O)NCCC(=O)OCc2ccc([N+](=O)[O-])cc2)cc1	13	-10	3	0	11	1	19	-4	9.0
COc1ccc(CNC(=O)C2CCCN2S(=O)(=O)c2ccc(S(=O)(=O)N(C)C)cc2)cc1 (stereo not given)	-12	5	9	12	-29	-5	-4	-12	0.5

Sorted by value in TAAR1 antagonist (rising): 4 from the list above.
Structure,TAAR1 antagonist,M1 ag,M1 antag
O=C(CCCn1c(=O)[nH]c2ccccc2c1=O)Nc1ccc(F)cc1,-21,-1,29
Cc1ccc2nc(-c3ccccc3)cc(C(=O)NCC(c3ccco3)N(C)C)c2c1 (stereo not given),8,-2,3
CC(=O)Nc1ccc(S(=O)(=O)NCCC(=O)OCc2ccc([N+](=O)[O-])cc2)cc1,13,1,19
COc1ccc(Cl)cc1NC(=O)CN(C)C(=O)CN1C(=O)NC(C)(c2ccc3ccccc3c2)C1=O (stereo not given),20,1,-6
